Rpn11 block: blocks the human proteasome subunit Rpn11; O00487; AID 588493; calls only at 20 µM; human 26S proteasome, Ub4-pepOG fluorescence polarization; 20S core pre-blocked with epoxomicin; hit rate 0.59% among 360,000;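 active means inhibition at 20 µM, scaled to each plate's controls, above about 33%, limit read from the data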
NadD inh: NadD (S. aureus) enzyme inhibition; purified NadD enzyme, colorimetric absorbance read-out; inhibition, % at 20 µM; hit rate 0.78% among 360,000; in the data active means inhibition above about 26%; further: some compounds past the cut are filed as inactive
DNMT1 inh: inhibitors of human DNMT1; hit rate 0.83% among 360,000; AID 588458; DNMT1 molecular beacon, Hinp1I cleavage, fluorescence; inhibition (reported as % activation of signal), % at 10 µM; P26358; in the data active means inhibition above about 50%
STEP block: inhibitors of human striatal-enriched phosphatase STEP. inhibition, % at 20 µM. recombinant STEP, OMFP fluorogenic substrate, fluorescence. hit rate 0.25% among 360,000. P54829;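 active means inhibition at 20 µM, scaled per plate between control wells, above about 37%, limit read from the data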;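 further: 0% = DMSO with enzyme and substrate and 100% = substrate only without enzyme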
Target sequence (P54829 whole entry, looked up): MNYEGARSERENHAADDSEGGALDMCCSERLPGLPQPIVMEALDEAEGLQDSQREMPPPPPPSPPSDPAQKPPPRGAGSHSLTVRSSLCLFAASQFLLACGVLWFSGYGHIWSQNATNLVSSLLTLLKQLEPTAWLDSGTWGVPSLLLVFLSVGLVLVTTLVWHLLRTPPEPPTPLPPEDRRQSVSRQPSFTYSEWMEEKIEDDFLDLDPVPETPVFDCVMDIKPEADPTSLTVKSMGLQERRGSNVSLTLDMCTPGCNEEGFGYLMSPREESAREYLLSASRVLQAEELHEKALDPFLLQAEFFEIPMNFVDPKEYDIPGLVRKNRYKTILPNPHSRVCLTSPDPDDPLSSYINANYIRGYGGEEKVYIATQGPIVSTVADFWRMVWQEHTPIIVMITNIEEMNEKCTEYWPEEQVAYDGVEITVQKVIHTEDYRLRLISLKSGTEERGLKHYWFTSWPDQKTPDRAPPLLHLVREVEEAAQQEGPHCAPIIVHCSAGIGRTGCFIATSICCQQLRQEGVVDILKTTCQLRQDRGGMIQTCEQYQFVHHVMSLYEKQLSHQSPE
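Material: STEP (striatal-enriched tyrosine phosphatase) enzyme, cell-free; Compound dosing: 20 µM single dose in 1% DMSO; Technique: fluorescence read at 480 nm ex / 540 nm em; Times: reaction 20 min, ambient temperature; Medium: 50 mM Bis-Tris pH 6.0 with 2.5 mM DTT and 0.005% Tween 20; Also added: OMFP at 25 µM.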
SUMO1-SIM PPI: SUMO1-SIM interaction modulation; P63165; SUMO1 binding to a labelled peptide, TR-FRET, 1 h; inhibition, % at 20 µM; hit rate 0.33% among 360,000; in the data active means inhibition above about 37%
LMPTP block: LMPTP (human) inhibition; P24666; recombinant LMPTP-A, OMFP fluorogenic substrate, fluorescence intensity; hit rate 0.22% among 360,000; inhibition, % at 20 µM;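 active means compounds that cut the enzyme signal by at least half of the control window in the single-dose screen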;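 further: plate controls were DMSO wells with enzyme plus substrate for no effect and substrate without enzyme for full effect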
Target sequence (P24666 whole entry, looked up): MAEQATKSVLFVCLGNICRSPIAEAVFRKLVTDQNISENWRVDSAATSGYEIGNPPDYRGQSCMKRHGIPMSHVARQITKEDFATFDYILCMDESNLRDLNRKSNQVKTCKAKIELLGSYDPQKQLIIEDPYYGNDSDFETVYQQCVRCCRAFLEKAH
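Buffer or medium: Bis-Tris pH 6.0, DTT, detergent; Assay system: LMPTP-A enzyme; Quantity: 0.625 nM enzyme; Detection: endpoint fluorescence intensity; Times: 50 min dark incubation at room temperature; Controls: substrate-only low control, DMSO enzyme-plus-substrate high control; Doses: single 20 µM dose; Read-out: percent inhibition versus substrate-only and uninhibited controls; Reagent: 400 µM OMFP.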
Rin1-Abl PPI inh: inhibitors of human Rin1-Abl protein interaction; P00519+Q13671; AID 588664; hit rate 0.4% among 360,000; TR-FRET Rin1/Abl binding, biochemical; inhibition, % at 7.35 µM; in the data active means inhibition above about 5%, passing the limit was not always enough
Neddylation inh: inhibitors of human cullin neddylation; AID 651699; calls only at 25 µM; P61081+Q13564; hit rate 0.58% among 360,000; TR-FRET cullin neddylation, biochemical; in the data active means inhibition above about 36%
CSN inh: CSN deneddylation inhibition | hit rate 0.38% among 360,000 | Purified CSN, SCF-Nedd8-OG deneddylation, fluorescence polarization | Q92905 | AID 651999 | inhibition, % at 12.5 µM;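 active means pattern-corrected inhibition above about 35%, with an unprinted fluorescence ratio check between 0.5 and 1.5, limit read from the data, passing the limit was not always enough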;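 further: 0% = enzyme with substrate and 100% = substrate without enzyme; some results filed as inactive read as strong as hits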
Target sequence (Q92905 whole entry, looked up, one chain of several): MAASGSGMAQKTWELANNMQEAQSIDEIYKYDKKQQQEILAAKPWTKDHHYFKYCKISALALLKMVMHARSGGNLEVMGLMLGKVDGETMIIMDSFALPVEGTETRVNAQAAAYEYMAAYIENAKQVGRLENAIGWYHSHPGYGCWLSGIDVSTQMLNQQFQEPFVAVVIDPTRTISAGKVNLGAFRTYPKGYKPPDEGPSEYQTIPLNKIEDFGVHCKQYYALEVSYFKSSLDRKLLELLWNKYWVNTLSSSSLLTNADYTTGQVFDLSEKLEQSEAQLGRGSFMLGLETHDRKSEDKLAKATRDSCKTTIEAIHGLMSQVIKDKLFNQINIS
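Assay system: purified human Csn5 enzyme expressed in HEK293T cells; measure: % inhibition; also added: SCFSkp2-Nedd8OG substrate at 10 nM final; technique: fluorescence polarization; times: reaction 90 min, room temperature; medium: Tris buffer pH 7.5, NaCl, DTT, Tween-20, trehalose, ovalbumin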
Scp1 inh: inhibitors of human Scp-1 phosphatase. Q9GZU7. Recombinant Scp1, phosphopeptide, malachite green phosphate absorbance. inhibition, % at 20 µM. hit rate 0.88% among 340,000. AID 493091;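 active means inhibition above about 50% at 20 µM, limit read from the data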;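 further: plate controls were DMSO wells with enzyme for no effect and wells lacking enzyme for full effect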
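System: truncated SCP-1 phosphatase (76-261aa); medium: Tris acetate buffer pH 5.5 with MgCl2 and Tween-20; incubation: 45 min room-temperature reaction, 5 min colour, 30 min stabiliser; compound: single 20 µM dose, 1% DMSO; reagent: Phosphorylated 17-residue peptide substrate; read-out: % inhibition at 20 µM; technique: colorimetric free-phosphate detection, absorbance 630 nm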
Numbers without * were called inactive. An unsorted share of the library. About 3.8% of those tested had a hit in this group.

Start of the listing, in advance (2 entries):
For CCCn1c2c(c(O)c(C(=O)Nc3ncccc3O)c1=O)CCCC2 the results were Rpn11 block inactive, NadD inh 7, DNMT1 inh -3, STEP block 1, SUMO1-SIM PPI -10, LMPTP block 1.4, Rin1-Abl PPI inh -1, Neddylation inh inactive, CSN inh -2 and Scp1 inh -12.
For CC(NC(N)=O)C(=O)Nc1ccc(Cl)c(S(=O)(=O)Nc2ccc(Cl)cc2)c1 (centres undefined) the results were Rpn11 block inactive, NadD inh -4, DNMT1 inh 7, STEP block -2, SUMO1-SIM PPI 7, LMPTP block 0.5, Rin1-Abl PPI inh 0, Neddylation inh inactive, CSN inh 6 and Scp1 inh 3.

All compounds of this part, previewed entries included:
For CCCn1c2c(c(O)c(C(=O)Nc3ncccc3O)c1=O)CCCC2 the results were Rpn11 block inactive, NadD inh 7, DNMT1 inh -3, STEP block 1, SUMO1-SIM PPI -10, LMPTP block 1.4, Rin1-Abl PPI inh -1, Neddylation inh inactive, CSN inh -2 and Scp1 inh -12.
For CC(NC(N)=O)C(=O)Nc1ccc(Cl)c(S(=O)(=O)Nc2ccc(Cl)cc2)c1 (centres undefined) the results were Rpn11 block inactive, NadD inh -4, DNMT1 inh 7, STEP block -2, SUMO1-SIM PPI 7, LMPTP block 0.5, Rin1-Abl PPI inh 0, Neddylation inh inactive, CSN inh 6 and Scp1 inh 3.
CCc1ccc(CN(C)C(C)C(=O)NCc2ccccc2)cc1 (centres undefined) was read as Rpn11 block inactive, NadD inh -5, DNMT1 inh 0, STEP block -1, SUMO1-SIM PPI 0, LMPTP block -0.5, Rin1-Abl PPI inh -1, Neddylation inh inactive, CSN inh 4 and Scp1 inh -5.
For Cn1nnnc1Sc1ncnc2scc(-c3ccc4c(c3)OCO4)c12 the results were Rpn11 block inactive, NadD inh 2, DNMT1 inh 2, STEP block -1, SUMO1-SIM PPI -6, LMPTP block 1.3, Rin1-Abl PPI inh 4, Neddylation inh inactive, CSN inh -1 and Scp1 inh -8.
Screening CCN(CC)CCNc1c2c(c(C#N)c3nc4ccccc4n13)CCCC2 returned Rpn11 block inactive, NadD inh -4, DNMT1 inh 1, STEP block 3, SUMO1-SIM PPI -10, LMPTP block 0.2, Rin1-Abl PPI inh -4, CSN inh -10 and Scp1 inh -6.
`COc1ccc2[nH]c(=O)c(CN(CCc3ccccc3)C(C)=O)cc2c1` gave Rpn11 block inactive, NadD inh -3, DNMT1 inh 2, STEP block 2, SUMO1-SIM PPI -1, LMPTP block -1.0, Rin1-Abl PPI inh -3, Neddylation inh inactive, CSN inh 4 and Scp1 inh -3.
`CN(CCc1ccccc1)C(=O)c1cccc(NC(=O)Cc2cccc(NC(=O)C3CCCN(S(=O)(=O)c4cccc([N+](=O)[O-])c4)C3)c2)c1` (centres undefined) gave Rpn11 block inactive, NadD inh 25, DNMT1 inh -8, STEP block 3, SUMO1-SIM PPI -7, LMPTP block 0.2, Rin1-Abl PPI inh 0, Neddylation inh inactive, CSN inh -4 and Scp1 inh -11.
Screening Cc1ccc(S(=O)(=O)N2CCC(C(=O)OCC(=O)N(CCC#N)c3ccc(F)cc3)CC2)cc1C returned Rpn11 block inactive, NadD inh -4, DNMT1 inh -1, STEP block -1, SUMO1-SIM PPI 4, LMPTP block -0.1, Rin1-Abl PPI inh 7, Neddylation inh inactive, CSN inh 1 and Scp1 inh -2.
CC1CN(C(=O)c2ccc(OC3CCN(Cc4ccccn4)CC3)cc2)CCN1C (centres undefined) was read as Rpn11 block inactive, NadD inh -4, DNMT1 inh -1, STEP block 0, SUMO1-SIM PPI -6, LMPTP block -1.3, Rin1-Abl PPI inh 1, Neddylation inh inactive, CSN inh -4 and Scp1 inh -4.
Screening COC(=O)c1ccc(Oc2coc3cc(OCc4cnn(-c5ccccc5)c4)ccc3c2=O)cc1 returned Rpn11 block inactive, NadD inh 11, DNMT1 inh 44, STEP block 7, SUMO1-SIM PPI 3, LMPTP block 39, Rin1-Abl PPI inh -3, Neddylation inh inactive, CSN inh 14 and Scp1 inh 7.
Screening Cc1ccccc1Nc1c(-c2ccncc2)nc2ccc(Br)cn12 returned Rpn11 block inactive, NadD inh 0, DNMT1 inh 7, STEP block 3, SUMO1-SIM PPI -6, LMPTP block 1.8, Rin1-Abl PPI inh -1, Neddylation inh inactive, CSN inh 4 and Scp1 inh -4.
CCOC(=O)c1cc(S(=O)(=O)N2CCCC2)cn1C was read as Rpn11 block inactive, NadD inh 2, DNMT1 inh 2, STEP block -2, SUMO1-SIM PPI 3, LMPTP block 0.3, Rin1-Abl PPI inh 1, Neddylation inh inactive, CSN inh 2 and Scp1 inh -7.
`Cc1cc(NC(=O)CSc2nc3ccccc3c(=O)n2-c2ccccc2)no1` gave Rpn11 block inactive, NadD inh 2, DNMT1 inh -2, STEP block -1, SUMO1-SIM PPI 6, LMPTP block -0.2, Rin1-Abl PPI inh -4, Neddylation inh inactive, CSN inh -1 and Scp1 inh 9.
`Cc1cccc(OCCC(=O)Nc2cc(S(=O)(=O)N3CCCCC3)ccc2N2CCOCC2)c1` gave Rpn11 block inactive, NadD inh -4, DNMT1 inh 0, STEP block 3, SUMO1-SIM PPI 4, LMPTP block 0.6, Rin1-Abl PPI inh 4, Neddylation inh inactive, CSN inh -4 and Scp1 inh -11.
For CCOc1ccc(N2C(=O)CS/C2=N/NC(=O)COc2ccc3ccccc3c2)cc1 the results were Rpn11 block inactive, NadD inh 3, DNMT1 inh 2, STEP block -2, SUMO1-SIM PPI -1, LMPTP block -1.2, Rin1-Abl PPI inh 0, Neddylation inh inactive, CSN inh 2 and Scp1 inh 9.
Screening COC(=O)C1=C(C)NC(=O)C1(NS(=O)(=O)c1ccc(C)cc1)C(F)(F)F (centres undefined) returned Rpn11 block inactive, NadD inh 3, DNMT1 inh -16, STEP block -2, SUMO1-SIM PPI -3, LMPTP block 0.0, Rin1-Abl PPI inh -2, Neddylation inh inactive, CSN inh -1 and Scp1 inh -2.
Screening O=C(NCC(c1ccco1)N1CCN(c2ccccc2F)CC1)C1CCCCC1 (centres undefined) returned Rpn11 block inactive, NadD inh -7, DNMT1 inh -3, STEP block -3, SUMO1-SIM PPI -3, LMPTP block -0.7, Rin1-Abl PPI inh -1, Neddylation inh inactive, CSN inh -3 and Scp1 inh -4.
For O=c1[nH]c(/C=C/c2ccccc2[N+](=O)[O-])nc2ccccc12 the results were Rpn11 block inactive, NadD inh 1, DNMT1 inh 17, STEP block 0, SUMO1-SIM PPI -7, LMPTP block 0.8, Rin1-Abl PPI inh -1, Neddylation inh inactive, CSN inh -3 and Scp1 inh -4.
Screening O=C(Cn1cc(C(=O)c2ccco2)c2ccccc21)NC1CCCC1 returned Rpn11 block inactive, NadD inh -5, DNMT1 inh 1, STEP block -1, SUMO1-SIM PPI 0, LMPTP block -0.3, Rin1-Abl PPI inh 2, Neddylation inh inactive, CSN inh 0 and Scp1 inh -11.
Screening CCC(C)N(C(=O)CSc1nnc(-c2cccs2)n1C1CC1)C1CCS(=O)(=O)C1 (centres undefined) returned Rpn11 block inactive, NadD inh -1, DNMT1 inh 1, STEP block 2, SUMO1-SIM PPI 2, LMPTP block -0.3, Rin1-Abl PPI inh 0, Neddylation inh inactive, CSN inh 1 and Scp1 inh -1.
`CC1=C(C(=O)Nc2ccccc2)C2(CCCCC2)C(C#N)=C(SCC(N)=O)N1` gave Rpn11 block inactive, NadD inh -2, DNMT1 inh 5, STEP block -3, SUMO1-SIM PPI 0, LMPTP block 0.1, Rin1-Abl PPI inh 0, Neddylation inh inactive, CSN inh -2 and Scp1 inh -14.
CCN(CC)CC(=O)Nc1ccc(Oc2ccc(NC(=O)CN(CC)CC)cc2)cc1 was read as Rpn11 block inactive, NadD inh -4, DNMT1 inh -2, STEP block 1, SUMO1-SIM PPI 2, LMPTP block 0.9, Rin1-Abl PPI inh -1, Neddylation inh inactive, CSN inh -14 and Scp1 inh -2.
`COc1ccc(CNC(=O)CN2C(=O)c3ccccc3C2=O)cc1` gave Rpn11 block inactive, NadD inh 5, DNMT1 inh 0, STEP block -2, SUMO1-SIM PPI -6, LMPTP block -3.3, Rin1-Abl PPI inh 2, Neddylation inh inactive, CSN inh -7 and Scp1 inh -4.
`Cc1ccc(S(=O)(=O)N(C)/N=C2/C(=O)N(CC(=O)O)c3ccccc32)cc1` gave Rpn11 block inactive, NadD inh 4, DNMT1 inh 0, STEP block 3, SUMO1-SIM PPI -16, LMPTP block 0.1, Rin1-Abl PPI inh 0, Neddylation inh inactive, CSN inh -5 and Scp1 inh 9.
For CNC(=O)c1cc(C)c(-c2ccccc2)s1 the results were Rpn11 block inactive, NadD inh -5, DNMT1 inh -10, STEP block 3, SUMO1-SIM PPI -7, LMPTP block 0.2, Rin1-Abl PPI inh -1, Neddylation inh inactive, CSN inh -2 and Scp1 inh 9.
O=C(/C=C/c1ccccc1)NC(NC(=S)Nc1cccc(O)c1)C(Cl)(Cl)Cl (centres undefined) was read as Rpn11 block inactive, NadD inh -1, DNMT1 inh -38, STEP block -2, SUMO1-SIM PPI 9, LMPTP block 2.8, Rin1-Abl PPI inh 2, Neddylation inh inactive, CSN inh 3 and Scp1 inh -9.
Cc1ccccc1NC1=C/C(=N\S(=O)(=O)c2ccc(C(=O)O)cc2)c2ccccc2C1=O was read as Rpn11 block inactive, NadD inh 8, DNMT1 inh 72*, STEP block 20, SUMO1-SIM PPI 69*, LMPTP block 8.8, Rin1-Abl PPI inh -2, Neddylation inh inactive, CSN inh 27 and Scp1 inh 2.
`CCN1C(=O)N(c2ccc(Cl)cc2)C(C)=CC1(C)C` gave Rpn11 block inactive, NadD inh 1, DNMT1 inh 2, STEP block -5, SUMO1-SIM PPI -1, LMPTP block -2.3, Rin1-Abl PPI inh -1, Neddylation inh inactive, CSN inh 0 and Scp1 inh -4.
For O=C(COC(=O)c1ccc2c(c1)S(=O)(=O)N=C1CCCCCN12)NCCc1ccc(F)cc1 the results were Rpn11 block inactive, NadD inh 3, DNMT1 inh 0, STEP block -1, SUMO1-SIM PPI -2, LMPTP block -0.4, Rin1-Abl PPI inh 1, Neddylation inh inactive, CSN inh 7 and Scp1 inh -3.
CC1CCCCN1Cc1cnc(Cl)s1 (centres undefined) was read as Rpn11 block inactive, NadD inh 5, DNMT1 inh -2, STEP block 0, SUMO1-SIM PPI -1, LMPTP block -0.7, Rin1-Abl PPI inh 0, Neddylation inh inactive, CSN inh 0 and Scp1 inh -12.
For O=[N+]([O-])c1ccc(F)c(CN2CCN(c3ncc(Cc4ccccc4)cn3)CC2)c1 the results were SUMO1-SIM PPI -13, LMPTP block 2.4, Neddylation inh inactive and CSN inh -5.
For Cc1cc2nc(C)c(Cl)c(=O)n2[nH]1 the results were Rpn11 block inactive, NadD inh 1, DNMT1 inh 5, STEP block -3, SUMO1-SIM PPI 3, LMPTP block -0.2, Rin1-Abl PPI inh 0, Neddylation inh inactive, CSN inh -6 and Scp1 inh -9.

Screening results: PubChem BioAssay, several laboratories
